Bfl-1 Bim block – disrupts Bim binding to human Bfl-1 | inhibition, % at 10 µM | Q16548 | AID 1008 | 190,000 compounds, 0.12% hits | Bead-based flow cytometry, Bim-Bfl-1 binding inhibition;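 note: 0% = wells without compound plus tracer and 100% = blocker peptide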
Avidin bead fluor – avidin bead compound fluorescence profile. Avidin beads, compound fluorescence 488/530 nm, flow cytometry; hits give high values. fluorescence (KMESF) at 10 µM. 220,000 compounds, 0.38% hits. AID 1775; in the data active = fluorescence above about 47; note: inactives centre near 10
Bcl-XL Bim block – inhibitors of Bim-Bcl-XL interaction, human; Bim peptide-Bcl-XL binding, bead flow cytometry, fluorescence; inhibition, % at 10 µM; AID 1007; Q07817; 190,000 compounds, 0.04% hits
GSH fluor – GSH bead compound fluorescence profile; fluorescence (KMESF) at 10 µM; AID 1776; GSH beads flow cytometry, compound fluorescence 488/530 nm; hits give high values; 190,000 compounds, 0.25% hits; in the data active = fluorescence above about 89;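 note: glutathione beads carrying GST-tagged Bcl family fusion proteins plus one bare bead set; values are compound well signal with DMSO vehicle wells as background; inactives centre near 16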
RGS7-Gao – regulators of human RGS7-Galphao interaction | P09471 | Multiplexed bead flow cytometry, RGS7-Galphao binding; actives lie on both sides | binding response (% of control), % at 10 µM | 220,000 compounds, 0.35% hits | AID 1439; in the data active = binding response below about 49% or above about 150%; inconclusive = no clear call, values can overlap the other calls; inactive = in between;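 note: fluorescent Galphao held in activated GDP-AlF4 state binding bead-coupled RGS7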
Target sequence (P09471 whole entry, looked up): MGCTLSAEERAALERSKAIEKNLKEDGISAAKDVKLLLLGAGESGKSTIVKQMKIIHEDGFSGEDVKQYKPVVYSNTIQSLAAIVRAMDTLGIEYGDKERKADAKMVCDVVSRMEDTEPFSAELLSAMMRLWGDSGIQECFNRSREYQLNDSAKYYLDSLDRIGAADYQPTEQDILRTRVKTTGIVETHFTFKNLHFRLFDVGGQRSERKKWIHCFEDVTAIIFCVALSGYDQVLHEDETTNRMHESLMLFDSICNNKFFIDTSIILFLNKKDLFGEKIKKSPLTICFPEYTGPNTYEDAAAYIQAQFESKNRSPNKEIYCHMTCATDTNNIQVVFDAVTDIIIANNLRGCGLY
Bim-Bcl-B – inhibitors of Bim-Bcl-B interaction, human | Q9HD36 | bead-based flow cytometry, Bim peptide-Bcl-B binding | inhibition, % at 10 µM | 190,000 compounds, 0.073% hits | AID 951;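 note: 0% = tracer peptide without compound and 100% = reference inhibitor peptide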
Bim-Bcl-2 – human Bim-Bcl-2 interaction inhibition | P10415 | Bead-based flow cytometry, Bim peptide-Bcl-2 binding | inhibition, % at 10 µM | 190,000 compounds, 0.06% hits; in the data active = inhibition above about 40%; inconclusive = no clear call, values can overlap the other calls;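 note: 0% = no compound wells with probe peptide and 100% = reference peptide inhibitor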
RGS4-Gao reg – modulates binding of RGS4 to human Galphao. P09471. Multiplexed bead flow cytometry; actives lie on both sides. binding response (% of control), % at 10 µM. 220,000 compounds, 0.33% hits. AID 1415; in the data active = binding response below about 49% or above about 150%; inactive = in between;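 note: fluorescent Galphao activated with aluminum fluoride binding bead-coupled RGS4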
Bcl-W Bim block – disrupts Bim peptide binding to human Bcl-W | inhibition, % at 10 µM | bead-based flow cytometry | 190,000 compounds, 0.02% hits | Q92843;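 note: 0% = bound tracer without compound and 100% = peptide blocker; higher means less fluorescent Bim peptide bound to Bcl-W beads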
ABCB1 inh – blocks JC-1 efflux by human ABCB1 transporter. P08183. AID 1326. inhibition, % at 6.6 µM. CCRF-Adr cells, flow cytometry. 190,000 compounds, 0.067% hits; in the data active = inhibition above about 40%;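 note: 0% = vehicle and 100% = reference inhibitor; higher value means more JC-1 retained so stronger ABCB1 efflux block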
ABCG2 block – blocks JC-1 efflux by human ABCG2 transporter; inhibition, % at 6.6 µM; Q9UNQ0; 190,000 compounds, 0.1% hits; IgMXP3 cells, flow cytometry;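 active = inhibition above 80%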;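 note: 0% = DMSO and 100% = nicardipine control wells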
Target sequence (Q9UNQ0 whole entry, looked up): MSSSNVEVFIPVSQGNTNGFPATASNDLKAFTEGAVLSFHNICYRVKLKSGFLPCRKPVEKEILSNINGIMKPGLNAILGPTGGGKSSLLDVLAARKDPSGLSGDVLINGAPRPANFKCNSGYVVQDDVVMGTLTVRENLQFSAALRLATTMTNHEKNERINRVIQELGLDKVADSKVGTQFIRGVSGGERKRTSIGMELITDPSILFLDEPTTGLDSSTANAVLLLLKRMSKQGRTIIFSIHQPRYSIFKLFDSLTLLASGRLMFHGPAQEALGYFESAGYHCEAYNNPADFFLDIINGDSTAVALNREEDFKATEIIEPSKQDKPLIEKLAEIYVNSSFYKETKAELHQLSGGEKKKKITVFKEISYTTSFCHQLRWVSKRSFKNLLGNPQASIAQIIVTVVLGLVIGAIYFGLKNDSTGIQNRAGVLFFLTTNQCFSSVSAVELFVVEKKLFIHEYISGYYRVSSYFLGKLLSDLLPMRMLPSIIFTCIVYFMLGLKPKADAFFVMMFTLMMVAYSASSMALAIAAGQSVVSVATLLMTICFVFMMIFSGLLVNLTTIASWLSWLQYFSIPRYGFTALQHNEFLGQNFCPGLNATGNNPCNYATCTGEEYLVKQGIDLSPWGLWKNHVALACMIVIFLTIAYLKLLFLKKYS
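Times: 10 min at 25 °C | Test system: Two drug-resistant human cell lines, ABCG2 and ABCB1 | Quantity: 3 million cells/mL final, two lines in 1:1 ratio | Signal: Flow cytometry, 530 nm JC-1 signal | Dosing: Compound at 6.6 µM | Controls: Nicardipine and DMSO wells | Reagent: JC-1 as fluorescent efflux pump substrate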
* hit, by the source's call; ? = inconclusive. Cut-off read from the data, not from the text of the source, unless noted: active = inhibition above about 40%. An unsorted share of the library, and some 1.3% of all compounds hit somewhere here.

1: COc1ccc(C)cc1NC(=O)CSc1nnc(-c2ccco2)n1N
2: Cc1ccc(-n2c(C)cc(C)c(C#N)c2=O)cc1
3: COC(=O)c1sccc1OC(C)C(C)=O (stereo unspecified)
4: CCc1ccc(CN(C)C(=O)CC2C(=O)NCCN2Cc2ccoc2)cc1 (stereo unspecified)
5: COc1ccc(S(=O)(=O)Oc2ccc3ccccc3c2)cc1
6: O=C(NCc1ccccc1Cl)C1CCN(c2cnccn2)CC1
compound no.	1	2	3	4	5	6
Bfl-1 Bim block	0	-1	-14	-5	0	0
Avidin bead fluor	38	8	20	3	14	9
Bcl-XL Bim block	-3	-4	-8	-1	-6	-3
GSH fluor	13	10	25	11	3	21
RGS7-Gao	100	100	96	96	102	97
Bim-Bcl-B	-1	0	-7	-4	-4	-6
Bim-Bcl-2	-1	0	-14	-2	-5	-3
RGS4-Gao reg	99	102	93	101	101	99
Bcl-W Bim block	-4	-1	-1	0	-2	-6
ABCB1 inh	0.6	0.3	0.7	4.2	0.1	0.0
ABCG2 block	2	4	2	6	1	-1

7: O=C(NCCc1ccccc1)C(=O)NCC(c1ccco1)N1CCOCC1 (stereo unspecified)
8: COCCN1C(=O)C(O)=C(C(=O)c2cccs2)C1c1ccccc1 (stereo unspecified)
9: CC1=C(C(=O)OCc2ccc3c(c2)OCO3)C(c2ccccc2OCc2ccccc2)NC(=O)N1 (stereo unspecified)
10: COC(=O)c1[nH]c2cccc(OC)c2c1NC(=O)CN1CC(C)OC(C)C1 (stereo unspecified)
11: CCOCCCNC(=O)c1ccc(CS(=O)(=O)Cc2ccccc2F)o1
12: Cc1nn(CC(=O)OCC(=O)Nc2ccccc2[N+](=O)[O-])c(C)c1[N+](=O)[O-]
compound no.	7	8	9	10	11	12
Bfl-1 Bim block	-8	-2	-7	-8	-1	-3
Avidin bead fluor	10	27	9	9	35	7
Bcl-XL Bim block	0	-1	-6	-3	-2	-7
GSH fluor	14	9	8	32	19	7
RGS7-Gao	105	103	101	100	98	102
Bim-Bcl-B	-2	-2	-1	-2	-5	-6
Bim-Bcl-2	-3	0	-7	-7	-2	-4
RGS4-Gao reg	99	101	99	101	97	102
Bcl-W Bim block	3	1	1	2	0	-3
ABCB1 inh	0.8	0.2	2.9	1.1	-0.1	1.6
ABCG2 block	11	1	4	6	0	46

13: O=C(NCc1ccncc1)c1cc(C(=O)C2CC2)c[nH]1
14: O=C(NC1C=CS(=O)(=O)C1)c1ccccc1 (stereo unspecified)
15: O=C(Nc1scc(-c2ccc(F)cc2)c1C(=O)O)c1ccco1
16: CCNC(=O)NC(=O)C(C)OC(=O)c1ccc(SC)cc1OC (stereo unspecified)
17: CCC(Sc1ccc(C(=O)O)cc1)C(=O)O (stereo unspecified)
18: Cn1nc(C(=O)NCc2ccccc2)c2ccccc2c1=O
compound no.	13	14	15	16	17	18
Bfl-1 Bim block	3	-6	0	-3	-16	3
Avidin bead fluor	12	21	8	5	50*	8
Bcl-XL Bim block	0	-1	0	-1	-5	-1
GSH fluor	13	11	20	19	21	4
RGS7-Gao	98	101	102	101	106	100
Bim-Bcl-B	5	0	2	-1	-6	2
Bim-Bcl-2	1	-4	0	0	-9	3
RGS4-Gao reg	99	104	101	102	102	102
Bcl-W Bim block	0	0	-2	-1	1	3
ABCB1 inh	0.3	0.0	0.2	1.1	0.3	0.3
ABCG2 block	4	0	1	11	17	2

Among those listed so far, two have an NH in an aromatic ring:
10: COC(=O)c1[nH]c2cccc(OC)c2c1NC(=O)CN1CC(C)OC(C)C1 (stereo unspecified)
13: O=C(NCc1ccncc1)c1cc(C(=O)C2CC2)c[nH]1
compound no.	10	13
Bfl-1 Bim block	-8	3
Avidin bead fluor	9	12
Bcl-XL Bim block	-3	0
GSH fluor	32	13
RGS7-Gao	100	98
Bim-Bcl-B	-2	5
Bim-Bcl-2	-7	1
RGS4-Gao reg	101	99
Bcl-W Bim block	2	0
ABCB1 inh	1.1	0.3
ABCG2 block	6	4

(listing goes on)
19: Cc1cc(NS(=O)(=O)c2ccc(NC(=O)Nc3ccc4c(c3)OCO4)cc2)no1
20: O=C(Nc1ncn[nH]1)c1cccc(S(=O)(=O)N2CCOCC2)c1
21: O=C(CCCO)c1ccc2c(c1)OCCO2
22: CCOc1ccc(NC(=O)c2ccccc2NC(=O)CN2CCN(C(C)=O)CC2)cc1
23: CCOCCCNC(=O)C(c1ccc(Cl)cc1)N1CCN(C(=O)c2ccco2)CC1 (stereo unspecified)
24: NC(=O)c1oc2ccccc2c1NC(=O)CCc1ccccc1
compound no.	19	20	21	22	23	24
Bfl-1 Bim block	-20	-6	0	-4	-10	-5
Avidin bead fluor	29	11	22	24	30	21
Bcl-XL Bim block	-6	0	0	-1	-3	-11
GSH fluor	24	14	16	17	23	13
RGS7-Gao	104	113	96	105	100	101
Bim-Bcl-B	-7	-3	0	-3	-6	-8
Bim-Bcl-2	-13	-2	0	-1	-7	-6
RGS4-Gao reg	105	117	97	106	101	103
Bcl-W Bim block	-4	-2	-3	-3	-2	-9
ABCB1 inh	0.2	-0.2	0.1	0.7	0.8	0.2
ABCG2 block	1	0	1	4	4	8

25: O=C(C1CCN(S(=O)(=O)c2cccs2)CC1)N1CCc2ccccc2C1
26: COCCNC(=O)CCCn1c(=O)c2ccccc2n(Cc2cccc([N+](=O)[O-])c2)c1=O
27: CC(=O)Nc1c(C)ccc(CNC(=O)COc2cc(C)ccc2C)c1C
28: Cc1cc(C)n(-c2nnc3n2N=C(c2c[nH]c4ccccc24)CS3)n1
29: CCOC(=O)C1CCN(C(=O)c2cc(OCC)c(OCC)c(OCC)c2)CC1
30: CC1CCN(CC(C)OC(=O)c2ccc3c(c2)OCCO3)CC1 (stereo unspecified)
compound no.	25	26	27	28	29	30
Bfl-1 Bim block	-1	-5	0	-4	-4	-9
Avidin bead fluor	15	9	5	10	39	6
Bcl-XL Bim block	-2	-1	-2	0	0	-6
GSH fluor	9	25	9	6	12	19
RGS7-Gao	93	91	90	101	100	103
Bim-Bcl-B	-6	-4	0	-1	-3	-5
Bim-Bcl-2	-2	-6	1	-2	0	-8
RGS4-Gao reg	78	92	90	100	99	102
Bcl-W Bim block	-3	-2	0	-1	0	0
ABCB1 inh	0.3	0.6	0.2	1.0	0.4	0.4
ABCG2 block	3	3	5	4	1	1

31: CCN(CC(=O)Nc1ccccc1C(=O)OC)S(=O)(=O)c1ccccc1
32: O=C(CCn1nnc2ccccc21)Nc1nnc(Cc2ccc(F)cc2)s1
33: CCOc1ccc(NC(=O)CCNS(=O)(=O)c2cccs2)cc1
34: Cc1onc(-c2ccccc2Cl)c1C(=O)Nc1ccc(N2CCOCC2)cc1
35: CCOc1ccc(OCc2cccc(C(=O)N3CCCC3)c2)cc1
36: Cc1sc2ncnc(SCC(=O)c3ccc(Cl)s3)c2c1C
compound no.	31	32	33	34	35	36
Bfl-1 Bim block	-9	37	-13	-9	-4	-1
Avidin bead fluor	20	13	6	12	15	9
Bcl-XL Bim block	-10	31	-4	-1	-2	-2
GSH fluor	24	25	29	38	6	19
RGS7-Gao	101	102	105	104	99	98
Bim-Bcl-B	-6	19	-6	-9	-1	-5
Bim-Bcl-2	-7	29	-11	-6	2	-2
RGS4-Gao reg	101	100	101	101	98	99
Bcl-W Bim block	-3	19	0	0	-1	-6
ABCB1 inh	0.8	0.6	-0.2	0.6	1.2	0.1
ABCG2 block	20	27	-1	10	4	1

37: O=C(Nc1ccc(S(=O)(=O)Nc2nccc(C3Cc4ccccc4C(=O)O3)n2)cc1)c1ccccc1 (stereo unspecified)
38: O=C1C(=O)N(CNc2cccnc2)c2ccccc21
39: COCCn1c(Cc2ccccc2)nnc1SCc1nc2ccccc2c(=O)[nH]1
40: COc1cc(/C=C2/C(=N)N3OC(C)=CC3=NC2=O)ccc1OCCOc1ccc(C)cc1
41: COCCNC(=O)c1ccc(C)c(S(=O)(=O)Nc2ccc(C)cc2)c1
42: O=C(c1csc2ccccc12)n1cccn1
compound no.	37	38	39	40	41	42
Bfl-1 Bim block	-14	0	-2	-4	-11	1
Avidin bead fluor	27	17	8	31	31	10
Bcl-XL Bim block	-11	-8	-3	-7	-4	1
GSH fluor	33	14	31	14	25	52
RGS7-Gao	101	100	100	101	100	98
Bim-Bcl-B	-11	-5	-3	-1	-4	2
Bim-Bcl-2	-6	-4	-5	-1	-7	0
RGS4-Gao reg	98	100	96	97	101	102
Bcl-W Bim block	0	-5	-3	-3	0	-1
ABCB1 inh	1.1	-0.3	0.4	0.2	0.5	0.3
ABCG2 block	-4	0	7	2	3	5

43: CCCOP(=O)(OCCC)C1(Nc2ccc(C)cc2)CCCCC1
44: COc1cc(C2=NOC(C(=O)N3CCOCC3)C2)cc(OC)c1OC (stereo unspecified)
45: Fc1ccc(NC(=S)NCCc2ccccn2)cc1
46: COC(=O)C(CCSC)NC(=O)CNS(=O)(=O)c1ccc(Br)cc1 (stereo unspecified)
47: O=C(CCC(=O)c1ccc(Oc2ccccc2)cc1)Nc1cccc(Cl)c1Cl
48: CC(C)c1nnc(NC(=O)c2cnccn2)s1
49: Cc1cc(C)c(S(=O)(=O)c2ccccc2)c(OC(=O)c2cc(F)c(F)cc2Cl)n1
50: CCOC(=O)c1nc(Nc2cc(C)cc(C)c2)c2ccccc2n1
compound no.	43	44	45	46	47	48	49	50
Bfl-1 Bim block	1	-12	0	-3	-1	2	-5	-2
Avidin bead fluor	9	7	7	34	3	24	9	11
Bcl-XL Bim block	1	-8	0	-2	-6	-2	1	-1
GSH fluor	20	63	16	13	9	14	43	15
RGS7-Gao	99	98	?	96	100	93	102	100
Bim-Bcl-B	1	-5	-13	-1	-6	-3	-6	0
Bim-Bcl-2	0	-8	-5	-2	0	-3	-3	-2
RGS4-Gao reg	100	100	96	100	100	97	97	96
Bcl-W Bim block	1	-1	0	0	-3	-2	2	5
ABCB1 inh	0.8	0.7	0.1	0.6	0.7	0.9	-0.1	0.4
ABCG2 block	2	4	10	3	1	4	0	9

A different layout for 2 compounds above.
entry | SMILES | Bfl-1 Bim block | Avidin bead fluor | Bcl-XL Bim block | GSH fluor | RGS7-Gao | Bim-Bcl-B | Bim-Bcl-2 | RGS4-Gao reg | Bcl-W Bim block | ABCB1 inh | ABCG2 block
45 | Fc1ccc(NC(=S)NCCc2ccccn2)cc1 | 0 | 7 | 0 | 16 | ? | -13 | -5 | 96 | 0 | 0.1 | 10
46 | COC(=O)C(CCSC)NC(=O)CNS(=O)(=O)c1ccc(Br)cc1 (stereo unspecified) | -3 | 34 | -2 | 13 | 96 | -1 | -2 | 100 | 0 | 0.6 | 3

Bioassay records as filed in PubChem BioAssay.
